Assay outcomes (PubChem BioAssay)
PKM2 activator – activators of human pyruvate kinase M2; purified PKM2, Kinase-Glo ATP luminescence, activation; response scale: 0% is enzyme alone, no compound; AID 1631; 260,000 compounds, 0.34% hits; P14618; Potency, µM (highest dose often 57.5 µM), without a hit: at the highest dose activation, most hits filed as activators; further: potency means the concentration at half of the fitted maximal effect; on the % scale 0 is the no-effect control and ±100 the full control effect; nearly all actives have a fitted effect of over 55% in size
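Kinase-Glo luminescence reports ATP generated from ADP (0.1 mM) and PEP (0.5 mM) by purified hPK-M2 after 1 h at room temperature, pH 7.2 imidazole buffer; intermediate enzyme activity allows detecting inhibitors and activators.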
Rab9 promoter act – Rab9 promoter activation; 320,000 compounds, 2.8% hits; Potency, µM (doses to about 9.22 µM), for the others: at the top dose activation, negative = inhibition, most hits filed as activators; Huh7 Rab9 promoter-luciferase reporter, luminescence, 24 h; AID 485297; further: potency means the concentration at half of the fitted maximal effect; % of control where 0% means no effect; nearly all actives have a fitted effect of over 60% in size
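Rab9 promoter-driven luciferase in stably transfected Huh7 cells; 1500 cells/well rested 2 h, exposed to compound in DMSO for 24 h at 37 °C, 5% CO2. Luminescence read 10 min after adding luciferase reagent at ambient temperature.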
FLuc counter – counter-screen for miR-21 project: firefly luciferase inhibitors or activators. P08659. purified FLuc, Km substrates, luminescence inhibition. Potency, µM (titrated, usually from 57.5 µM), inactives show at the top dose activity change, negative = inhibition, hits mostly inhibitors. 360,000 compounds, 6.9% hits;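 further: potency means the concentration at half of the fitted maximal effect; plate controls were vehicle for no effect and reference inhibitor for full effect; nearly all actives have a fitted effect of over 55% in size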
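Biochemical qHTS of compounds, final roughly 60 µM downward over six points, against 10 nM purified firefly luciferase using Km concentrations of substrates (10 uM D-luciferin, 10 uM ATP) in Tris acetate pH 7.5 buffer; luminescence output.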
Menin-MLL TR inh – inhibitors of human menin-MLL interaction, mutant MLL peptide | O00255 | Menin + Texas Red MLL mutant peptide, fluorescence polarization | Potency, µM (top dose mostly 61.6 µM), inactives show at the highest dose FP activity change, negative = inhibition, hits mostly inhibitors | 270,000 compounds, 0.23% hits; active means well fitted inhibition curve with a large enough effect in the polarisation, with a control signal flat, not every such curve was filed as active; inconclusive means small, poorly fitted or top-dose-only effect, or effect the other way, or a change in a side signal; inactive means no such curve, though single readings can be large or run the other way; the % refers to the polarisation; further: potency means the concentration at half of the fitted maximal effect; % of control where 0% means no effect; many of its hits are not listed in these tables
Target sequence (O00255 whole entry, looked up): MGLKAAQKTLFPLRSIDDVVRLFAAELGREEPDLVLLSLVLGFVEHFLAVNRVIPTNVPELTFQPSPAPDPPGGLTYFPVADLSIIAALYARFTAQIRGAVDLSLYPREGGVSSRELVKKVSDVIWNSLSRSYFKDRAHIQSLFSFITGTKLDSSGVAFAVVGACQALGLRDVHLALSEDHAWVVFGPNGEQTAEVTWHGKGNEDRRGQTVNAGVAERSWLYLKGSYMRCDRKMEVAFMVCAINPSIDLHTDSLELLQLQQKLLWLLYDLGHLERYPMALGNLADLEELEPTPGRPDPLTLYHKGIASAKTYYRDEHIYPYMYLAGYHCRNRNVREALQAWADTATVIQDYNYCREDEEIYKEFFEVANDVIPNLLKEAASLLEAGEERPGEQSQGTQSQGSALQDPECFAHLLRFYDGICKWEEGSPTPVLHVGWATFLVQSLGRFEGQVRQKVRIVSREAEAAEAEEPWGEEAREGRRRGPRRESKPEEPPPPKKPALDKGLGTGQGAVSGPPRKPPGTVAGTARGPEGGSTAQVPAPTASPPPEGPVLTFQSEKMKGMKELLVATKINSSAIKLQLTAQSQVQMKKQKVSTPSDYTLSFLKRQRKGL
RORg inh – inhibitors of mouse ROR gamma transcriptional activity; Drosophila S2 Gal4-RORgamma UAS-luciferase reporter, 20 h; 310,000 compounds, 5.4% hits; Potency, µM (series often up to 53.6 µM), without a hit: at the top dose activity change, negative = inhibition, hits mostly inhibitors; further: potency means the concentration at half of the fitted maximal effect; on the % scale 0 is the no-effect control and ±100 the full control effect; nearly all actives have a fitted effect of over 60% in size
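ROR gamma transcriptional activity was tracked as Gal4-UAS luciferase output in stably transfected Drosophila Schneider cells, with compound added 1 hr before 700 uM copper sulfate induction and a 20 hr ambient-temperature incubation.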
Mito fusion yeast – mitochondrial division inhibition or fusion activation; S. cerevisiae fusion-defective mutant growth rescue, CellTiterGlo 48 h; Potency, µM (top dose mostly 46.1 µM), for inactives: at the top dose growth rescue (activation), actives largely listed as activators; 320,000 compounds, 0.23% hits; AID 485298;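 further: potency means the concentration at half of the fitted maximal effect; % of control where 0% means no effect; nearly all actives have a fitted effect of over 45% in size; temperature-sensitive fusion mutants such as fzo1-1 at 37 °C on non-fermentable ethanol glycerol medium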
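Yeast fusion mutant, YPEG (non-fermentable carbon), compound, 48 h at 37C non-permissive; CellTiterGlo added, 10 min RT, luminescence read. Rescued growth = division inhibition.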
KCNH2 3.1 block – blocks the human KCNH2 3.1 channel isoform. U2OS KCNH2 3.1, thallium flux FluxOr; stronger effect = lower value. activity change, % (tested at about 1.8 µM). 340,000 compounds, 0.95% hits;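 active means maximum activity change below -70%; inconclusive means maximum activity change from -70% to -50%; inactive means maximum activity change above -50%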;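 further: thallium influx rate constant from kinetic fluorescence after stimulation buffer; on the % scale 0 is the no-effect control and ±100 the full control effect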
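U2OS cells transduced with KCNH2 3.1 mutant virus (1.77 x 10^8 /mL, 4 h), plated overnight at 37 C, loaded 45 min with FluxOr dye plus Red40 quencher. Thallium flux rate constant from kinetic reads after stimulation buffer, normalised to controls.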
Gal4-VP16 FLuc – counter-screen for ROR gamma inhibitors: Gal4-VP16 reporter | Potency, µM (top dose mostly 53.6 µM), for inactives: at the top dose activity, negative = inhibition, hits mostly inhibitors | 310,000 compounds, 3.5% hits | AID 2546 | Drosophila S2 Gal4-VP16 UAS-luciferase, luminescence, 20 h;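 further: Gal4-VP16 expression switched on by copper sulfate through the metallothionein promoter; potency means the concentration at half of the fitted maximal effect; on the % scale 0 is the no-effect control and ±100 the full control effect; nearly all actives have a fitted effect of over 50% in size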
MBNL1-CUG inh – inhibitors of human MBNL1 binding to CUG repeat RNA. Potency, µM (doses to about 57.5 µM), inactives show at the top dose activity change, negative = inhibition, actives largely listed as inhibitors. Q9NR56. AID 2675. TR-FRET MBNL1-His/biotin-(CUG)12 binding, 665/545 ratio. 280,000 compounds, 0.036% hits; active means well fitted inhibition curve with a large enough effect in the signal ratio, with a control signal flat, not every such curve was filed as active; inconclusive means small, poorly fitted or top-dose-only effect, or effect the other way, or a change in a side signal; inactive means no such curve, though single readings can be large or run the other way; the % refers to the signal ratio; further: potency means the concentration at half of the fitted maximal effect; on the % scale 0 is the no-effect control and ±100 the full control effect
Target sequence (Q9NR56 whole entry, looked up): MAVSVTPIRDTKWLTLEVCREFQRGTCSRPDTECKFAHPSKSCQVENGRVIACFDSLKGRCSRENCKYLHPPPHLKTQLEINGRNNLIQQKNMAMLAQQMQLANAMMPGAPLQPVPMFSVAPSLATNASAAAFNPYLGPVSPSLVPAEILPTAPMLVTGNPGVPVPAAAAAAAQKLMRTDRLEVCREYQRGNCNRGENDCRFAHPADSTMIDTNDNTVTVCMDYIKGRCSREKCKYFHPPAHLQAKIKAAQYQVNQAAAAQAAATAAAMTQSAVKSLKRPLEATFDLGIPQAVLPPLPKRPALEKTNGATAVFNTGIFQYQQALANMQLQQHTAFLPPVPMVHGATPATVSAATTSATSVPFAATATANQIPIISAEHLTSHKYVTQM
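Inhibition of protein-RNA binding appears as loss of TR-FRET between terbium anti-His antibody on MBNL1-His and streptavidin-XL665 on biotin-(CUG)12. Activity is normalized to buffer-only and uninhibited-complex controls.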
ELG1 DNA repair – ELG1-dependent DNA repair inhibition; HEK293T ELG1-luciferase reporter, luminescence, 16 h; DNA damage induced by 5-fluorouridine; Potency, µM (highest dose often 46.1 µM), for the others: at the top dose activity change, negative = inhibition, usual class: inhibitors; 330,000 compounds, 2.3% hits; further: potency means the concentration at half of the fitted maximal effect; on the % scale 0 is the no-effect control and ±100 the full control effect; nearly all actives have a fitted effect of over 55% in size
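Luminescence from the luciferase reporter, measured 30 min after ONE-Glo reagent at room temperature, was the read-out. Beforehand, 2,000 cells per well were exposed for 16 hr at 37 °C to 5-fluorouridine together with compound or vehicle.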
NPC1 prom act – activates the NPC1 promoter. Huh7 NPC1 promoter luciferase reporter, 24 h. Potency, µM (series often up to 9.22 µM), for inactives: at the top dose activation, most hits filed as activators. 320,000 compounds, 2.4% hits;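 further: potency means the concentration at half of the fitted maximal effect; % of control where 0% means no effect; nearly all actives have a fitted effect of over 60% in size; reporter is driven by a mutant NPC1 promoter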
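Compounds in DMSO were transferred onto Huh7 NPC1-luciferase reporter cells pre-incubated 2 h; after 24 h at 37 °C, Amplite reagent was dispensed and luminescence recorded 10 min later.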
Active calls of the source: *; ? = inconclusive; · = not tested or not shown; [ ] = another dose, or the depositor's remark. Unless noted, the call rests on the fitted dose curve; in most records, active means well fitted curve in the direction sought with a large enough effect; inconclusive means small, poorly fitted or top-dose-only effect, or another doubt; inactive means no such curve, though single readings can be large; an effect the other way counts as inactive or inconclusive. A portion of the library, so the mix of outcomes need not match the whole.

cpd	SMILES	PKM2 activator	Rab9 promoter act	FLuc counter	Menin-MLL TR inh	RORg inh	Mito fusion yeast	KCNH2 3.1 block	Gal4-VP16 FLuc	MBNL1-CUG inh	ELG1 DNA repair	NPC1 prom act
1	O=C(Cc1ccc(F)cc1)Nc1cccc2cccnc12	4%	-3%	-20%	-7%	-19%	0%	2	-2%	9%	30%	-2%
2	Cc1cc(C)c(S(=O)(=O)NC(CC(=O)O)c2cccc([N+](=O)[O-])c2)c(C)c1 (stereo unspecified)	7%	-2%	-15%	11%	44%	-6%	-13	-13%	?	4%	1%
3	Cc1noc(C)c1COc1ccccc1C(=O)NNC(=O)C(C)Oc1ccccc1F (stereo unspecified)	·	-3%	2%	·	·	0%	4	·	·	0%	-3%
4	Cc1nnc(CN(C)C(=O)c2cc(COc3ccc(C)c(C)c3)on2)o1	·	17%	?	·	16%	11%	-12	-23%	-2%	?	11%
5	CC(=O)c1c(C)[nH]c(C(=O)NC(C)c2ccccc2)c1C (stereo unspecified)	27%	-2%	-1%	-15%	6%	0%	-4	-4%	-6%	?	-4%
6	CN(C(=O)c1ccc(NC(=O)Cc2ccc(NC(=O)C3CCN(C(=O)C4CCC4)CC3)cc2)cc1)C1CC1	·	1%	?	·	·	-4%	·	·	·	-4%	-9%
7	CCOC(=O)c1ccccc1NC(=O)N1CCn2c(C)ccc2C1CC (stereo unspecified)	3%	-5%	-1%	?	0%[0.365 µM]	5%	9	·	12%	-13%	2%
8	CC(O)(C#CCN1CCCCCC1)c1ccccc1 (stereo unspecified)	-3%	-6%	0%	-24%	-17%	2%	0	-1%	-4%	4%	2%
9	Fc1ccc(CNc2ccc(CNc3ncn[nH]3)cc2)cc1	-7%	21%	-5%	-8%	6%	0%	-4	-10%	1%	-4%	19%
10	Cn1ccs/c1=N\C(=O)Nc1cccc(C(F)(F)F)c1	·	28%	24µM*	10%	15%	11%	5	17%	4%	?	?
11	CCN1CCN(C(=O)C2COc3ccccc3O2)CC1 (stereo unspecified)	-8%	0%	0%	·	-45%	-1%	-6	-6%	1%	2%	-1%
12	NNC(=O)CNc1cccc(Cl)c1	-3%	-6%	-2%	3%	-1%	-5%	8	0%	0%	13%	-2%

cpd	SMILES	PKM2 activator	Rab9 promoter act	FLuc counter	Menin-MLL TR inh	RORg inh	Mito fusion yeast	KCNH2 3.1 block	Gal4-VP16 FLuc	MBNL1-CUG inh	ELG1 DNA repair	NPC1 prom act
13	COc1ccc2ccccc2c1CNCCN1CCOCC1	-1%	0%	4%	-10%	·	-4%	1	·	?	-2%	-2%
14	COc1ccccc1NC(=O)C(C)OC(=O)CCCc1c[nH]c2ccccc12 (stereo unspecified)	·	2%	-1%	·	·	28%	-27	·	·	-4%	0%
15	O=C(NC(Cc1ccccc1)C(=O)O)/C(=C\c1ccc(Cl)cc1)NC(=O)c1ccccc1 (stereo unspecified)	4%	-3%	-1%	2%	5%	-1%	-14	5%	4%	?	-5%
16	CCNc1oc(-c2ccc(OC)cc2)nc1S(=O)(=O)c1ccc(Br)cc1	-4%	-1%	4%	-2%	2%	0%	-41	-1%	-2%	?	-3%
17	CCOC(=O)c1sc(=NC(=O)c2cccs2)n(C)c1C	0%	?	1.3µM*	2%	?	0%	6	35%	0%	?	1%
18	N#C/C(C(=O)NCc1ccco1)=C1/SC(Cc2ccc(Cl)cc2)C(=O)N1c1ccccc1 (stereo unspecified)	-17%	6%	-5%	?	?	-3%	-6	?	12%	-15%	1%
19	CS(=O)(=O)c1ccc(C(=O)NC2CCCCC2)cc1	11%	-2%	2%	3%	11%	-3%	-7	-9%	5%	?	-1%
20	N#C/C(=C\c1cn(-c2ccccc2)nc1-c1cccnc1)c1nnc2n1CCCCC2	8%	1%	-2%	-5%	5%	0%	-4	-3%	3%	21µM*	1%
21	O=C(Nc1ccncc1)c1ccc(Cl)c(S(=O)(=O)N2CCCCC2)c1	·	-30%[inhibitor]	-2%	·	·	-3%	-4	·	·	?	-22%
22	Cc1cc(C)n2nc(NCc3cccc(Br)c3)nc2n1	-1%	11%	-1%	-1%	?	-1%	-1	6%	13%	8%	2%
23	COc1ccc(OC)c(NC(=O)C2CCCN(S(=O)(=O)c3cccc4cccnc34)C2)c1 (stereo unspecified)	-4%	-6%	1%	-1%[11.7 µM]	-2%	-2%	0	7%	2%	?	-2%
24	COc1ccccc1CC(=O)Nc1cc2oc3ccccc3c2cc1OC	-1%	3%	-19%	19%	-3%	6%	-6	-20%	-12%	-1%	2%

Whole records, looked up by structure. Values in the order: PKM2 activator, Rab9 promoter act, FLuc counter, Menin-MLL TR inh, RORg inh, Mito fusion yeast, KCNH2 3.1 block, Gal4-VP16 FLuc, MBNL1-CUG inh, ELG1 DNA repair, NPC1 prom act
Entry for Cc1cc(C)n2nc(NCc3cccc(Br)c3)nc2n1 : -1%, 11%, -1%, -1%, ?, -1%, -1, 6%, 13%, 8%, 2%
Entry for COc1ccc(OC)c(NC(=O)C2CCCN(S(=O)(=O)c3cccc4cccnc34)C2)c1 (stereo unspecified) : -4%, -6%, 1%, -1%[11.7 µM], -2%, -2%, 0, 7%, 2%, ?, -2%
Entry for NNC(=O)CNc1cccc(Cl)c1 : -3%, -6%, -2%, 3%, -1%, -5%, 8, 0%, 0%, 13%, -2%

Continuation:
cpd	SMILES	PKM2 activator	Rab9 promoter act	FLuc counter	Menin-MLL TR inh	RORg inh	Mito fusion yeast	KCNH2 3.1 block	Gal4-VP16 FLuc	MBNL1-CUG inh	ELG1 DNA repair	NPC1 prom act
25	O=C(Nc1n[nH]c(=S)s1)c1ccc2ccccc2c1	-26%	0.79µM*	27µM*	·	-40%	4%	8	-12%	15%	?	1.1µM*
26	CNC(=O)N1c2ccccc2NC(=O)CC1C (stereo unspecified)	-16%	1%	0%	0%	-15%	-2%	-5	-6%	0%	15%	-5%
27	COC(=O)c1cn(NC(=O)CC2CCCCC2)c(=O)c2ccccc12	-5%	3%	3%	27%	25%	9%	-7	-7%	-1%	2%	-2%
28	COc1ccccc1NS(=O)(=O)c1ccc(NC(=O)Cc2cccs2)cc1	23%	-1%	4%	?	35%	-8%	6	-2%	6%	-7%	-5%
29	O=C(NCCNc1ccc([N+](=O)[O-])cc1)c1ccc(Cl)cc1	-14%	-1%	-7%	?	?	-1%	-10	?	8%	7%	-4%
30	CCc1ccc(-c2cc(C(F)(F)F)n3nc(C(=O)Nc4c(C)nn(Cc5ccccc5C)c4C)cc3n2)s1	-7%	-2%	0%	·	-15%	2%	-15	9%	-10%	?	1%
31	Cc1cc(C)nc(SCc2ccc(C(=O)N/N=C/c3ccccn3)cc2)n1	9%	1%	-1%	-17%	7.1µM*	?	-6	14µM*	13%	?	-4%
32	O=C(CSc1nnc(CNC(=O)c2c(F)cccc2F)o1)NCC1CCCO1 (stereo unspecified)	-4%	12%	2%	-2%	-4%	-1%	-2	1%	-3%	0%	0%
33	S=C(Nc1ccccn1)NC1CCCCC1	-3%	2%	-11%	·	2µM*	0%	0	5µM*	-10%	?	-1%
34	CC(CCN1CCOCC1)c1ccccc1 (stereo unspecified)	-9%	3%	0%	-9%	15%	2%	12	1%	6%	7%	-1%
35	Cc1nc2ccc(S(=O)(=O)NC(C(=O)N3CCCCCC3)C(C)C)cc2s1 (stereo unspecified)	0%	-13%	0%	2%[11.7 µM]	-9%	-4%	-6	-1%	-6%	-5%	1%
